M. tuberculosis GlmU = inhibition of mycobacterial GlmU enzyme – biochemical, glucosamine-1-phosphate acetyltransferase (AID 1376); M. tuberculosis GlmU acetyltransferase enzyme assay; higher % means a stronger effect; one-dose inhibition, %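 (tested at 30 µM in the primary screen)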; IC50 in µM for titrated hits; hit rate 0.25% among 220,000; in the data active = inhibition above about 13%;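 note: 0% = complete reaction with vehicle and 100% = reaction without substrate; strong numbers were not always called active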
Mtb RmlCD inh = M. tuberculosis RmlC/RmlD coupled enzyme inhibitors, primary screen, biochemical, compound mixtures, 384-well, from 1536-well plates. dTDP-4-dehydrorhamnose reductase (Mycobacterium tuberculosis (strain ATCC 25618 / H37Rv)) …. RmlC+RmlD coupled enzyme assay, percent inhibition; primary screen in compound mixtures. inhibition, % at 3.6 µM. hit rate 0.03% among 160,000; in the data active = inhibition mostly above about 34%, no sharp cut-off; note: some results filed as inactive read as strong as hits
Target sequence (P9WH09 whole entry, looked up): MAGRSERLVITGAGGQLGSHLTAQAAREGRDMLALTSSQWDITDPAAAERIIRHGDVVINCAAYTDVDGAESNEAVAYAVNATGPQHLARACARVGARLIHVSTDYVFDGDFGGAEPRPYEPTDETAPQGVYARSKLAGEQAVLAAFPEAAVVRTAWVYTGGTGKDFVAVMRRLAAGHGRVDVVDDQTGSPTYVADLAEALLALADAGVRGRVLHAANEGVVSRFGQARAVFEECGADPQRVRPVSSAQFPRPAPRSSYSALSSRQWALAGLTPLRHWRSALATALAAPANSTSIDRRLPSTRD
Target sequence (P9WH11 whole entry, looked up): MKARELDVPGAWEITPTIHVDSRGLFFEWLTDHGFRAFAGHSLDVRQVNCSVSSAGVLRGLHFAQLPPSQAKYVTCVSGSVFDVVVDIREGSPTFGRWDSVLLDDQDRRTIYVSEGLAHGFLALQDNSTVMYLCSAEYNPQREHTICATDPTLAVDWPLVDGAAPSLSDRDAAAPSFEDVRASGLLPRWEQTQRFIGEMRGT
The depositor's hits bear a star; · = no result given.

SMILES	M. tuberculosis GlmU	Mtb RmlCD inh
CCCOc1ccc(Cl)cc1CN1CCOCC1	-6.3%	2
CCCN1C(=O)C(NC(C)=O)c2cc(OC)ccc21 (configuration not stated)	2.8%	-10
Cc1c(N=Cc2ccc(-c3ccc(Cl)cc3)o2)c(=O)n(-c2ccccc2)n1C	-2.9%	-5
COC(=O)COc1ccc(Oc2nc(SC)nc(N(C)C)n2)nn1	-1.4%	·
COc1ccc(/C=N/NC(=O)c2ccc(COc3ccccc3Cl)o2)c(OC)c1C	-1.1%	3
O=S(=O)(N/N=C1\CC(c2ccccc2)Oc2ccccc21)c1ccccc1 (configuration not stated)	2.1%	·
COc1ccccc1C(=O)N/C(=C\c1ccc2c(c1)OCO2)C(=O)NCCc1nc2ccccc2[nH]1	1.9%	3
CCOC(=O)C1CCCN(c2c(NCCc3ccc(C)cc3)c(=O)c2=O)C1 (configuration not stated)	-1.8%	·
CSCCC(NS(=O)(=O)c1ccc(C)c(C(=O)O)c1)C(=O)O (configuration not stated)	2.1%	-11
CCN1CCN(c2nc(C)c3c(n2)CCCC3=O)CC1	3.0%	-5
Cc1sc2c(c1C)c(=O)n(-c1cccc(C(F)(F)F)c1)c(=O)n2CC(=O)NCc1ccco1	-4.9%	5
COc1ccc(Cn2c(=O)cc(N)n(-c3ccccc3C)c2=O)cc1	-4.1%	49
CCCS(=O)(=O)Nc1cccc(-c2ccc3nnc(C)n3n2)c1	-0.8%	-14
O=C(Cn1cnc2c(nnn2Cc2ccc(F)cc2)c1=O)OCc1ccccc1	6.8%	·
CC(=O)Oc1ccc2c(=O)c(N3C(=O)c4ccccc4C3=O)c(C)oc2c1C	-0.3%	·
N#CCc1nnc2n1-c1ccccc1CCC2	-0.1%	-8
CN(Cc1cnn(C)c1)S(=O)(=O)c1cccc([N+](=O)[O-])c1	2.1%	-8
COc1ccccc1N1CCN(C(=O)CSc2nnc3c4ccccc4n(CC(=O)O)c3n2)CC1	2.1%	15
O=C(NNC(=O)c1ccc([N+](=O)[O-])cc1)NC1CCCCC1	1.9%	-11
COC(=O)c1sc2nc(C)nc(SCC(=O)C(C)(C)C)c2c1C	-7.1%	10
O=C(COC(=O)/C=C/c1cccs1)Nc1ccc2ccccc2c1	2.3%	-2
CCN(Cc1ccncc1)C(=O)CCc1nnc(CCc2ccccc2OC)o1	-0.1%	2
O=[N+]([O-])c1ccc(/C=N/Nc2nc(NCc3ccccc3)nc(N3CCOCC3)n2)cc1	-0.1%	-3
CN(Cc1cccnc1)Cc1cn[nH]c1-c1ccc(-c2ccccc2)cc1	-1.9%	·
COc1ccc(/C=N/NC(=O)c2nc(-c3ccccc3)n(-c3ccccc3)n2)cc1OC	-4.3%	-15

Among those listed so far, 2 have an NH in an aromatic ring.
SMILES	M. tuberculosis GlmU	Mtb RmlCD inh
COc1ccccc1C(=O)N/C(=C\c1ccc2c(c1)OCO2)C(=O)NCCc1nc2ccccc2[nH]1	1.9%	3
CN(Cc1cccnc1)Cc1cn[nH]c1-c1ccc(-c2ccccc2)cc1	-1.9%	·

Three entries drawn at random from those above:
SMILES	M. tuberculosis GlmU	Mtb RmlCD inh
COc1ccccc1N1CCN(C(=O)CSc2nnc3c4ccccc4n(CC(=O)O)c3n2)CC1	2.1%	15
O=C(COC(=O)/C=C/c1cccs1)Nc1ccc2ccccc2c1	2.3%	-2
CCCOc1ccc(Cl)cc1CN1CCOCC1	-6.3%	2

Additional results follow.
SMILES	M. tuberculosis GlmU	Mtb RmlCD inh
CCn1c(SCC(=O)Nc2nonc2C)nnc1-c1ccco1	0.5%	·
CN1CCN(c2ccc(NC(=O)CSc3ccccc3)cc2F)CC1	2.1%	8
C(=N\Nc1nc2ccccc2s1)/c1ccccn1	2.7%	·
Cc1ccc(-n2c(Cl)c(Cl)[nH]c(=O)c2=O)cc1	2.6%	9
COC(=O)CCc1nc2ccccc2[nH]c1=O	-1.6%	19
C=CCNC(=S)N1CCN(c2ncc(C(F)(F)F)cc2Cl)CC1	0.5%	-1
Clc1ccccc1Cn1nnc2c(N3CCCC3)ncnc21	2.2%	19
COc1ccc(N(C)C(=S)Oc2ccc(C(=O)Nc3ccccc3)cc2)cc1	-1.8%	·
COc1cccc(-c2cc(C(F)(F)F)nc(-n3cccn3)n2)c1	1.9%	-9
O=C(O)C(Sc1ccncn1)c1ccccc1 (configuration not stated)	5.8%	-11
COc1ccc(CN2CCN(C(=O)CC(C)C)CC2)c(OC)c1OC	-2.7%	-4
COc1cccc(OC)c1C(=O)N1CCN(S(=O)(=O)c2ccccc2)CC1	0.8%	-9
Cc1nnc(NC(=O)c2oc3c(ccc4ccccc43)c2C)s1	-0.7%	2
COc1ccc(/C=C/C(=O)c2cc(Br)ccc2O)cc1OC	-5.0%	-14
Cc1ccc(/C=c2/sc3nnc(-c4ccccc4Cl)n3c2=O)o1	-0.9%	-4
COc1ccccc1OCC(=O)OCC(=O)Nc1sccc1C(N)=O	1.9%	10
Cc1cc(/C([O-])=C(/C(=S)Nc2ccc(F)cc2)[n+]2ccccc2)c(C)n1-c1ccc(F)cc1	0.2%	·
Cc1nc(NC(=O)c2ccc(F)cc2)sc1C(=O)Nc1ccc2c(c1)CCC2	-1.4%	·
CCOC(=O)c1cc2c(=O)n3ccccc3nc2n(Cc2ccco2)c1=NC(=O)c1cccnc1	1.3%	·
CC1CN(CC(=O)c2c(N)n(Cc3ccccc3)c(=O)n(C)c2=O)CC(C)O1 (configuration not stated)	-1.1%	11
O=C(c1ccc2c(c1)OCO2)N1CCN(c2ncccn2)CC1	-3.8%	21
Cn1cccc1CC(=O)N/N=C/c1ccc(Cl)c([N+](=O)[O-])c1	-2.2%	10
Cc1cc2ccccc2n1CCNC(=O)C1CCCCC1	-6.0%	-3
COc1ccc(N(CC(=O)O)S(=O)(=O)c2ccc(C)cc2)cc1Cl	3.2%	·
O=C(N/N=C/c1cccc(NC(=O)c2ccc(Cl)cc2)c1)c1cccc(O)c1	-1.4%	·
SMILES	M. tuberculosis GlmU	Mtb RmlCD inh
Nc1nc(SCC(=O)Nc2ccc(Br)cc2F)n[nH]1	2.8%	·
Cc1cc(C)c(C2=NOC3C4CCC(C4)C23)c(C)c1 (configuration not stated)	6.1%	4
Cc1ccc(-c2ccc3nnc(SCC(N)=O)n3n2)cc1	-3.2%	-1
CCOC(=O)Cc1nnc(NC(=O)Nc2ccccc2)s1	4.7%	16
COC(=O)C(C(C)C)N1CCc2c(C)nc3c(C#N)cnn3c21 (configuration not stated)	0.7%	4
COc1ccc(C(C)(C)C)cc1NC(=O)c1c(C)noc1C	6.1%	-7
CCC(C)(C)C(=O)Nc1cc([N+](=O)[O-])ccc1Cl	5.9%	2
CCC(CC)=NNc1cccc([N+](=O)[O-])c1	1.7%	-4
O=C(CCCN1C(=O)c2ccccc2C1=O)Nc1sc2c(c1C(=O)NCc1ccco1)CCC2	-4.3%	-7
Cc1nn(-c2nc3ccccc3s2)c(C)c1Oc1ccccc1O	-2.3%	-1
CC(C)CC(=O)NC(Nc1ccccc1F)C(Cl)(Cl)Cl (configuration not stated)	·	-4
O=C(NC1CCCC1)c1ccc(CN2CCOCC2)cc1	1.7%	·
C=CCN(CC=C)CCOc1ccc(C)cc1[N+](=O)[O-]	-3.5%	5
O=C(NCc1ccccn1)c1cccn1-c1ncc(C(F)(F)F)cc1Cl	-0.8%	7
O=C(CCc1nnc(C2CCCCC2)o1)N1CCN(c2ccccc2F)CC1	1.2%	-8
Cc1ccccc1N1CCN(CCCN2C(=O)CC(=C(c3ccccc3)c3ccccc3)C2=O)CC1	-0.1%	-3
COc1ccccc1N(C(=O)c1snc(C(N)=O)c1N)C(C(=O)NCCC(C)C)c1ccco1 (configuration not stated)	0.9%	4
COc1ccccc1-c1cc(C(=O)N/N=C/c2ccc(C)s2)c2ccccc2n1	·	6
CC1CCCN(C(=O)Nc2cccc(NC(=O)N3CCCC(C)C3C)c2)C1C (configuration not stated)	0.3%	99
Cc1nc(NC(=O)COC(=O)c2cc3c(s2)CCC(C)C3)c(Cl)cc1Cl (configuration not stated)	1.2%	·
CCOc1ccc(C(=O)NC2CCN(S(C)(=O)=O)CC2)cc1	1.8%	-5
COc1ccc(S(=O)(=O)N2CCCC2C(=O)Nc2ccc(O)cc2)cc1 (configuration not stated)	0.7%	7
O=C(CSc1nnc([C@@H]2CCCN2)o1)c1ccc(Cl)cc1	-0.6%	-9
COc1cccc(-c2nc(CS(=O)(=O)CC(=O)N3CCN(c4ccccn4)CC3)c(C)o2)c1	1.1%	-6
Cc1noc(/C=C/N(C)C)c1S(=O)(=O)N1CCc2ccccc21	-4.1%	7
SMILES	M. tuberculosis GlmU	Mtb RmlCD inh
C=CCn1c(SCC(=O)NC2CCCC2)nc2scc(-c3ccco3)c2c1=O	-3.6%	·
Cn1c(SCc2cccnc2)nc2c(c1=O)SCC2	-8.1%	-4
COc1ccccc1NC(=O)c1ccccc1C(=O)O	4.4%	11
COC(=O)c1ccccc1NC(=O)Cn1c(SC)c(F)cnc1=O	1.5%	-7
O=C(O)CCC(=O)NNC(=O)CCC(=O)NCc1ccccc1	-0.6%	·
Cc1c(Br)cc(C(=O)OC2CCN(C)CC2)c(C)c1C	-1.1%	17
CN(C)Cc1nc2ccccc2c(=O)n1CC#N	3.0%	-4
CCOc1ccc(CN(C(=O)c2cc3ccccc3oc2=O)C2CCS(=O)(=O)C2)cc1 (configuration not stated)	-2.5%	0
CCCN(CCC)C(=O)CP(=O)(c1ccccc1)c1ccccc1	-4.3%	·
Cc1onc(-c2ccccc2Cl)c1C(=O)OCC(=O)Nc1cccc(S(=O)(=O)N(C)C)c1	-5.1%	-7
CCOC(=O)C(Sc1ncn[nH]1)c1ccccc1 (configuration not stated)	5.5%	11
CCn1cc(/C=C/C(=O)NCc2c(C)nn(C)c2C)cn1	1.0%	27
CC1(C)Oc2ccccc2OC1(O)c1ccc2ccccc2n1 (configuration not stated)	0.1%	14
Cc1ccnc(Nc2nc3ccccc3s2)n1	2.0%	-4
COc1ccc(-c2cn3cccnc3n2)cc1NC(=O)c1cccs1	2.2%	4
Cc1onc(-c2ccccc2Cl)c1C(=O)N/N=C(\N)COc1ccc(Cl)cc1	·	0
Cc1ccc(-n2cc(-c3ccccc3)[nH]c2=O)cc1F	1.2%	-4
COc1ccc(-c2cc(C(=O)Nc3cc(C)on3)no2)cc1	3.0%	-10
O=c1[nH]c(=O)n(Cc2ccccc2)c2c1CCC2	9.4%	·
CCCNC(=O)C1CCN(c2cc(-c3ccccc3)nc3ncnn23)CC1	1.3%	-8
C=CCNC(=O)/C(C#N)=C/c1c(C)nn(-c2ccccc2)c1Cl	2.3%	-10
O=c1oc2cc(OCc3nn[nH]n3)ccc2c2c1CCCC2	0.1%	·
CCOC(=O)c1sc(NC(=O)CCCn2nc([N+](=O)[O-])cc2C)c(C(=O)OCC)c1C	0.1%	·
Cn1c(=O)c2[nH]c(NCC3CCCO3)nc2n(-c2ccccc2)c1=O (configuration not stated)	-2.1%	7
Cc1cccc(C)c1NC(=O)C(=O)c1cn(C)c2ccccc12	0.5%	-5
SMILES	M. tuberculosis GlmU	Mtb RmlCD inh
O=c1cc(CN2CCc3ccccc32)c2ccc(O)cc2o1	-2.5%	·
COC1=CC(=O)CC(C)C12Oc1c(Cl)c(OC)cc(OC)c1C2=O (configuration not stated)	-2.5%	·
COc1ccc(N2C(N)=NC(N)=NC23CCCC3)cc1	-1.8%	-7
O=C(Cn1c(=O)sc2ccccc21)NCc1ccco1	-2.1%	·
O=C(c1nc2ccccn2c1CN1CCN(c2ccccc2O)CC1)N1CCCC1	1.4%	-14
CCN1C(=O)c2cccc3c(NC(=O)C(C)(C)C)ccc1c23	8.6%	·
CCCCOc1ccc(N2C(=O)CC(N(O)c3ccccc3)C2=O)cc1 (configuration not stated)	0.7%	·
OCCNCCOCCOc1ccccc1-c1ccccc1	-5.1%	94
Cc1ccc(Nc2c(-c3cccnc3)nc3ccc(Br)cn23)cc1	-4.4%	-4
COc1ccc([C@@H]2C[C@H]3CN(Cc4ccccc4OC)C(=O)[C@]34CCCN24)cc1C	0.4%	7
CCOC(=O)/C(C#N)=C/c1cccc([N+](=O)[O-])c1	-7.2%	·
CC(Oc1ccc(Cl)cc1Cl)C(=O)Nc1cccnc1 (configuration not stated)	-2.9%	·
CCOC(=O)c1cc(-c2ccc(OC)cc2)n[nH]1	7.7%	-3
CC12CN(C(=O)c3ccccc3Br)CC(C)(CN(C(=O)c3ccccc3Br)C1)C2=O	3.1%	-6
COc1ccc(Nc2nc(Cl)nc(Nc3ccc(OC)cc3OC)n2)c(OC)c1	0.0%	2
COc1ccc(CC2(CO)CCN(C(=O)NCc3ccccc3)CC2)cc1	4.2%	11
C=CCc1c(OC(C)=O)c2ccccc2n(C)c1=O	1.1%	-2
CCNC(=S)N1CCN(CCN=CC2=C(O)CC(c3cccs3)CC2=O)CC1 (configuration not stated)	-1.5%	·
C#CCSc1nnc(-c2ccc(O)cc2)o1	-8.5%	14
CCCCC(=O)Nc1sc2c(c1C(=O)OCC)CCC(C=O)=C2Cl	3.5%	·
O=C(O)c1cccc(NS(=O)(=O)/C=C/c2ccccc2)c1	3.8%	-2
Cc1noc(/C=C/c2ccc(-c3ccccc3Cl)o2)c1[N+](=O)[O-]	-3.9%	0
CCOC(=O)Cc1csc(NC(=O)c2ccc(Cl)nc2)n1	-3.8%	8
CC1SC(c2ccc(Cl)cc2Cl)NC1=O (configuration not stated)	0.5%	·
Cc1cccc(/C=N/NC(=O)C(C)Nc2cccc3ccccc23)n1 (configuration not stated)	-6.5%	·

Some of the entries so far, with each value named.
> CC1CN(CC(=O)c2c(N)n(Cc3ccccc3)c(=O)n(C)c2=O)CC(C)O1 (configuration not stated)
  M. tuberculosis GlmU: -1.1% | Mtb RmlCD inh: 11

> O=C(c1ccc2c(c1)OCO2)N1CCN(c2ncccn2)CC1
  M. tuberculosis GlmU: -3.8% | Mtb RmlCD inh: 21

Bioassay records (PubChem BioAssay)

Some of the compounds tested. The share of hits here may be higher or lower than overall.
